Assay outcomes (PubChem)
mHTT CaM bind = mHTT-calmodulin interaction abrogation. P42858. AID 1671202. AlphaScreen His-mHTT/GST-CaM binding, luminescence. inhibition, % at 15 µM. actives 3.6% (n = 190,000);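 also: 0% = both proteins with DMSO and 100% = one protein alone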
Pf apPOL block = Pf-apPOL DNA polymerase inhibition | actives 0.25% (n = 210,000) | AID 1794808 | inhibition, % at 10 µM | Recombinant Pf-apPOL, molecular beacon fluorescence, 1.5 h
An asterisk follows results filed as active; . = no result given; & = joins results of further samples. Rule as the data show it: active = inhibition above about 50%; inactive = the rest.

| molecule | mHTT CaM bind | Pf apPOL block |
| --- | --- | --- |
| CC(C)(C)NC(=O)CN1C(=O)S/C(=C\c2ccccc2)C1=O | 2 | -2 |
| CN(C)CCCN1c2ccccc2CCc2ccccc21 | . | -6 |
| O=C1CC(c2ccccc2)C2=C(CC(c3ccccc3)CC2=O)N1 (centres undefined) | -1 | -2 |
| Cc1cc(/C=C2/SC(=Nc3ccc(N4CCOCC4)cc3)N(C)C2=O)c(C)n1-c1cccnc1 | 7 | -25 |
| CCc1nc2cccnc2n1C1CCN(C(=O)CCCc2ccccc2)C1 (centres undefined) | 24 | -8 |
| N=c1c2c(-c3ccccc3)c(-c3ccccc3)n(Cc3ccco3)c2ncn1CCCn1ccnc1 | 22 | -1 |
| C[C@@H]1COc2cc(N3CCSCC3)ccc2S(=O)(=O)N1 | -15 | -4 |
| O=C(O)CCSCc1ccc([N+](=O)[O-])cc1 | -4 | 0 |
| O=C(c1ccc(-c2cnc(Oc3ccccc3)nc2)cc1)N1CCCC1 | -1 | -3 |
| CC1(C)CC(=O)c2c(-c3ccc([N+](=O)[O-])cc3)coc2C1 | 13 | 10 |
| O=C(Nc1cnc(-c2ccc(F)cc2)nc1)c1ccc(F)cc1 | 1 | -2 |
| CCCN1CCn2cc(C(=O)NCc3ccc(C(C)C)cc3)nc2C1 | 12 | 9 |
| COc1ccc(OC)c(C2Nc3ccccc3NC3=C2C(=O)CC(C)(C)C3)c1 (centres undefined) | 1 | 1 |
| COCCn1c(SCC(=O)Nc2nc(C)cs2)nnc1-c1c[nH]c2ccccc12 | -2 | -9 |
| O=C(NCCN1CCCCC1)C1CCN(c2nccnc2Sc2ccccc2)CC1 | 3 | -4 |
| CCc1c(O)nc(SCC(=O)c2ccccc2)[nH]c1=O | -3 | -2 |
| CCOc1ccc(-c2nn(-c3ccccc3)cc2/C=c2\sc3nc(=O)c(C)nn3c2=O)cc1F | -5 | 7 |
| NC1=NC(=O)/C(=C/c2ccc(-c3ccccc3[N+](=O)[O-])o2)S1 | 59* | -12 |
| CCNC(=O)c1nc(C(=O)NCc2cc(OC)ccc2OC)cs1 | -8 | -16 |
| Cc1ccnc(Nc2nc(CC(=O)Nc3ccc4c(c3)OCCO4)cs2)c1 | 16 | 0 |
| Nc1cc(-c2ccc(I)cc2)[nH]n1 | 25 | 3 |
| COc1ccccc1-n1nc(C(=O)N2CCCCC2)c2ccccc2c1=O | -10 | -6 |
| CCC(C)NC(=O)c1cc(C)nc2c(Cl)cccc12 (centres undefined) | 8 | 3 |
| CCCSc1oc(-c2ccco2)nc1S(=O)(=O)c1ccc(C)cc1 | -2 | -3 |
| O=C(Nc1nnc(C2=COCCO2)o1)c1cc2cc([N+](=O)[O-])ccc2s1 | -5 | 5 |
| O=C(Nc1ncccc1Cl)c1ccc(Cl)cc1Cl | -9 | -5 |
| O=C(NCO)c1ccc([N+](=O)[O-])cc1 | -2 | 23 |
| CN(C)CCCN(C(=O)c1cccc(Cl)c1)c1nc2cc3c(cc2s1)OCO3 | 3 | -5 |
| Cc1cc(C)nc(Nc2nc(CC(=O)N3CCc4ccccc4C3)cs2)n1 | 47 | -14 |
| Cc1ccc(C2(CCNCCCN3CCOCC3)CCOC(C)(C)C2)cc1 (centres undefined) | 0 | -1 |
| Cc1c(Br)c([N+](=O)[O-])nn1CC(=O)Nc1ccc2c(c1)OCO2 | 12&12 | 3&-4 |
| Cc1ccc(C(=O)N2CCN(c3nc(CN4CCCCC4)cs3)CC2)cc1F | 2 | 3 |
| NS(=O)(=O)c1ccc(NC(NC(=O)c2cccs2)C(=O)c2ccccc2)cc1 (centres undefined) | 11 | 8 |
| C=CCc1cc(Cl)ccc1OCCCNC(C)C | 0 | -2 |
| Cc1ccc(NC(=O)c2oc3ccccc3c2C)c(C)c1 | -12 | -12 |
| O=C(NCC1(CO)CC1)C(=O)NC1CCCC1 | -6 | 0 |
| COc1ccc(NC(=O)N2CCOc3ccc(C)cc32)cc1OC | -2 | -4 |
| Cc1oc(C2CCN(C(=O)Cc3ccsc3)CC2)nc1C(=O)N1CCOCC1 | 5 | -5 |
| COc1ccc(OC)c(NC(=O)COc2ccccc2Br)c1 | -7 | -5 |
| CCOCCCNC(=O)C(NC(=O)c1ccc(=O)[nH]c1)c1ccc(Cl)cc1 (centres undefined) | -2 | -1 |
| CC(Nc1ncnc2c1CCC2)c1ccccn1 (centres undefined) | -9 | -3 |
| Clc1ccccc1C1CC(c2ccco2)n2ncnc2N1 (centres undefined) | 4 | -8 |
| COc1ccc(OC)c(-c2c(C)c3ccc(O)c(CN4CCCCC4)c3oc2=O)c1 | 2 | -10 |
| CC(C)(C)NC(=O)C(=O)NCCc1cccs1 | -7 | 1 |
| CCC(=O)N1CCc2cc(N3CC(C(=O)N4CCCCCC4)CC3=O)ccc21 (centres undefined) | 12 | 3 |
| Cc1cc(C)nc(N=C(N)Nc2cccc(OCc3ccccc3)c2)n1 | 5 | -5 |
| CC1=C(C(=O)Nc2cccc(C)n2)C(c2ccc3c(c2)OCO3)C2=C(CC(C)(C)CC2=O)N1 (centres undefined) | 10 | 0 |
| CCOc1ccc(N(CC(=O)Nc2c(C)n(C)n(-c3ccccc3)c2=O)S(C)(=O)=O)cc1 | -9 | -13 |
| CCn1cc(C(=O)O)c(=O)c2cc(F)c(N3CCN(C(=O)c4ccc(OC)cc4)CC3)cc21 | -9 | -3 |
| Cn1c(N2CCCC(C(=O)NCc3cccc(F)c3)C2)cc(=O)n(C)c1=O (centres undefined) | 4 | -2 |
| O=C(Nc1nnc(-c2cccs2)o1)c1ccc([N+](=O)[O-])o1 | -7 | 44 |
| Cc1ccccc1NC(=O)CSc1nnc(-c2ccco2)n1C | 1 | -2 |
| CCOc1ccccc1CN1CCC(C(=O)NC(C)c2ccccc2)CC1 (centres undefined) | -1 | 0 |
| O=C(Nc1ccccc1F)O[C@@H]1CC[C@@]23CCCN2C(=O)CCC[C@H]3C1 | -13 | -6 |
| CCOC(=O)C(NC(C)=O)C(=O)OCC | . | -2&1 |
| CN(C(=O)C=Cc1ccccc1)c1nnc(C23CC4CC(CC(C4)C2)C3)s1 | -8 | 2 |
| O=C(Nc1ccc(NC(=O)c2ccc([N+](=O)[O-])o2)cc1Cl)c1ccccc1 | 4 | -4 |
| COc1ccc(C2CC(C(F)(F)F)n3nc(C(=O)Nc4cccc(O)c4)c(Cl)c3N2)cc1 (centres undefined) | 32 | -2 |
| CCNC(=O)N1CCC2(CC1)NC(C(C)C)C(=O)N2Cc1ccc(F)cc1 (centres undefined) | -2 | -3 |
| CCCS(=O)(=O)N1CCCC(C(=O)NCCCN2CCOCC2)C1 (centres undefined) | 0 | 3 |

New compounds follow
structure	mHTT CaM bind	Pf apPOL block
O=S(=O)(Nc1ccc(Cl)cn1)c1ccc2[nH]c3c(c2c1)CCCC3	55*	-2
CC(C)OC(=O)Cn1cnc2c(-c3ccc(F)cc3)csc2c1=O	-7	-1
CCC(=O)Oc1ccc2c(-c3cc4cccc(OC)c4oc3=O)cc(=O)oc2c1	0	-6
O=C(CCS(=O)(=O)c1cccs1)Nc1ccc(F)c(F)c1	9	-1
CC(C)(C)N1C(=O)NC(=O)/C(=C\c2cn(Cc3ccccc3)c3ccccc23)C1=O	4	2
COCCCN1COc2ccc3c(=O)c(-c4ccc(OC)c(OC)c4)coc3c2C1	1	-2
Cc1oc(C2CCN(C(=O)CC3CCCC3)CC2)nc1C(=O)N(C)C	-6	-5
COc1ccc(S(=O)(=O)N(C(=O)c2ccncc2)c2ccc3oc4c(c3c2)CCCC4)cc1	39	2
Cc1cc(NC(=O)NCC2CCN(Cc3ccccc3Cl)CC2)ccc1F	1	0
CCCn1c(=O)c(N2CCC(NC(=O)Nc3ccc(C)cc3)CC2)nc2ccccc21	2	-2
N#Cc1cnc(Sc2nnc(-c3ccco3)n2-c2ccccc2)nc1N	.	3
COc1cccc(C2CC(c3cc(OC)c(OC)c(OC)c3)n3nnnc3N2)c1 (centres undefined)	3	5

Whole records, quoted from the list. Order of values: mHTT CaM bind	Pf apPOL block
`CCCn1c(=O)c(N2CCC(NC(=O)Nc3ccc(C)cc3)CC2)nc2ccccc21` across the screens: 2	-2
`N#Cc1cnc(Sc2nnc(-c3ccco3)n2-c2ccccc2)nc1N` across the screens: .	3
`CCC(=O)Oc1ccc2c(-c3cc4cccc(OC)c4oc3=O)cc(=O)oc2c1` across the screens: 0	-6
`COCCCN1COc2ccc3c(=O)c(-c4ccc(OC)c(OC)c4)coc3c2C1` across the screens: 1	-2

New compounds follow
structure	mHTT CaM bind	Pf apPOL block
CS(=O)(=O)c1ccc2nc(NC(=O)C3CCCN3S(C)(=O)=O)sc2c1 (centres undefined)	-18	-4
COc1ccc(C2/C=C\CN(S(=O)(=O)c3ccc(C)cc3)[C@@H](Cc3ccccc3)C(=O)N2Cc2ccc(F)cc2)cc1 (some centres undefined)	8	-3
Cc1nc(-c2ccc(F)cc2)sc1C(=O)N1CCC(CC(=O)NCC2CCCO2)CC1 (centres undefined)	10	-12
Cc1cccc(C(=O)N2CCCC(COc3ccc(C(=O)NC(C)C)cc3)C2)c1 (centres undefined)	5	4
COc1ccc(C=NCC23CC4CCC(CC(C4)C2)C3)cc1	-3	3
N=c1oc2ccccc2cc1C(=O)Nc1ccc(Cl)cc1Cl	1	-1
CCCNC(=O)C12CC3CC(CC(C3)C1)C2	0	-5
Clc1ccc(-c2nnc(-c3ccc(Cl)cc3)o2)cc1	.	-6
Clc1ccc(C2=NN(c3ccccc3)C(c3ccco3)C2)cc1 (centres undefined)	-71	-6
CCOC(=O)c1sc(-c2ccccc2)nc1CSc1nnc(SCC2CC2)s1	.	0
COc1ccc(N2C(=O)CC(NCc3ccc(Cl)cc3)C2=O)cc1 (centres undefined)	-6	-3
CCC(=O)Nc1ccc(NC(=O)c2ccc([N+](=O)[O-])cc2)cc1	-4	14

Five compounds out of the list, arranged by heavy-atom count, ascending.
structure	mHTT CaM bind	Pf apPOL block
CCCNC(=O)C12CC3CC(CC(C3)C1)C2	0	-5
Clc1ccc(-c2nnc(-c3ccc(Cl)cc3)o2)cc1	.	-6
N=c1oc2ccccc2cc1C(=O)Nc1ccc(Cl)cc1Cl	1	-1
Clc1ccc(C2=NN(c3ccccc3)C(c3ccco3)C2)cc1 (centres undefined)	-71	-6
CS(=O)(=O)c1ccc2nc(NC(=O)C3CCCN3S(C)(=O)=O)sc2c1 (centres undefined)	-18	-4

(listing goes on)
structure	mHTT CaM bind	Pf apPOL block
Cc1cccn2cc(C(=O)NCc3ccccc3Cl)nc12	-1	-4
CC(O)C#CCN1C(C)CCCC1C (centres undefined)	-7	0
CC(C)c1nc2ccccc2n1CC(O)COC1CCCCC1 (centres undefined)	8	-4
CCN(CC)CCOCCOC(=O)C1(c2ccccc2)CCCC1	.	4
O=C(Nc1ccc(-n2nncc2-c2ccco2)cc1)c1ccc(F)cc1	6	-4
Cc1cc[n+](CC(=O)c2ccc(NC(=O)c3ccccc3)cc2)cc1	2	-3
CC(=O)Nc1cccc(N2CC(C(=O)Nc3ccccc3Cl)CC2=O)c1 (centres undefined)	-5	-6
Cc1oc(C2CCN(C(=O)Cc3c(F)cccc3Cl)CC2)nc1C(=O)N(C)C	-11	-4
Cc1ccc(S(=O)(=O)Nc2cc(S(=O)(=O)O)c(N)c3c2C(=O)c2ccccc2C3=O)cc1	79*	3
O=C1Nc2ccccc2S/C1=C\c1ccc(Cl)cc1	12	27
CC(=O)c1ccc(Cl)c(-n2cccc2)c1	.	-5
CC(=O)N1CCc2cc(N3CC(C(=O)Nc4cccc(C)c4)CC3=O)ccc21 (centres undefined)	-3	-2

Entries shown so far with an NH in an aromatic ring:
structure	mHTT CaM bind	Pf apPOL block
COCCn1c(SCC(=O)Nc2nc(C)cs2)nnc1-c1c[nH]c2ccccc12	-2	-9
CCc1c(O)nc(SCC(=O)c2ccccc2)[nH]c1=O	-3	-2
Nc1cc(-c2ccc(I)cc2)[nH]n1	25	3
CCOCCCNC(=O)C(NC(=O)c1ccc(=O)[nH]c1)c1ccc(Cl)cc1 (centres undefined)	-2	-1
O=S(=O)(Nc1ccc(Cl)cn1)c1ccc2[nH]c3c(c2c1)CCCC3	55*	-2

Later entries:
structure	mHTT CaM bind	Pf apPOL block
O=c1/c(=C/c2ccccc2F)sc2nc(-c3cccc(Cl)c3)nn12	-2	-1
COc1ccc(C(=O)N2CC3CC2CC3NC(=O)c2cccnc2)cc1F (centres undefined)	7	-5
CCc1ccc(/C=C2/NC(=O)N(Cc3ccc(Br)cc3)C2=O)cc1	2	0
NC(=O)c1ccc(NC(=O)CN(C2CCCCC2)S(=O)(=O)c2ccc(Cl)cc2)cc1	33	3
CC1CCN(c2nn(CC(=O)Nc3cccc(Cl)c3)c(=O)c3ccccc23)CC1	8	2
COc1ccc(NCC(O)CSc2ccc(OC)cc2)cc1 (centres undefined)	.	-5
Cc1nc(C(=O)NCc2ccc(C(F)(F)F)cc2)c(C)o1	-1	-5
COc1ccc(OC)c(N(CC(=O)NCc2ccc(C)cc2)S(C)(=O)=O)c1	13	-2
Cc1ccc(NC(=O)c2ccco2)c(NC(=O)c2ccccc2C)c1	0	-2
NNC(=O)c1cc2ncc(C(F)(F)F)cc2s1	.	-2
CCCc1cc(NC)n2ncc(-c3ccccc3)c2n1	-103	-2
O=C1NC(=O)N(c2ccc(F)cc2)C(=O)/C1=C/c1ccc(Br)s1	20	-6
COc1ccc(CNC(=O)Cn2nc([N+](=O)[O-])c(Cl)c2C)cc1	-2	-2
O=C(O)CC1=C2CN(C1=O)C(c1ccccc1)c1cc(Br)ccc1N2 (centres undefined)	-1	-2
CCCc1nc2cccnc2n1C1CCN(C(=O)c2ccco2)C1 (centres undefined)	-3	1
O=C(Nc1c(F)cccc1F)c1coc(=O)c2ccccc12	-1	-3
Cc1ccc(C(=O)N2CCC(Cc3nnc(-c4ccccc4)o3)CC2)cc1C	8	0

The list is partial, so the mix of outcomes need not match the whole.
